TEAD-YAP block: TEAD-YAP interaction inhibition. AID 1259422. actives 1.4% (n = 640,000). HEK-TIYL cells, TEAD-Gal4/YAP UAS-luciferase luminescence. inhibition, % at 9.12 µM; in the data active means inhibition above about 32%;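 further: 0% = median of test compound wells and 100% = reference inhibitor wells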
FBW7 activator: human FBW7 E3 ligase activation, primary screen. Q969H0. AlphaScreen FBW7–phospho-cyclin E peptide binding, activator screen. normalized activity (activation), % at 26.1 µM. actives 0.13% (n = 650,000). AID 1259310; in the data active means normalized activity above about 1.9%;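 further: purified mutant Fbw7 with reduced substrate affinity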
Target sequence (Q969H0 whole entry, looked up): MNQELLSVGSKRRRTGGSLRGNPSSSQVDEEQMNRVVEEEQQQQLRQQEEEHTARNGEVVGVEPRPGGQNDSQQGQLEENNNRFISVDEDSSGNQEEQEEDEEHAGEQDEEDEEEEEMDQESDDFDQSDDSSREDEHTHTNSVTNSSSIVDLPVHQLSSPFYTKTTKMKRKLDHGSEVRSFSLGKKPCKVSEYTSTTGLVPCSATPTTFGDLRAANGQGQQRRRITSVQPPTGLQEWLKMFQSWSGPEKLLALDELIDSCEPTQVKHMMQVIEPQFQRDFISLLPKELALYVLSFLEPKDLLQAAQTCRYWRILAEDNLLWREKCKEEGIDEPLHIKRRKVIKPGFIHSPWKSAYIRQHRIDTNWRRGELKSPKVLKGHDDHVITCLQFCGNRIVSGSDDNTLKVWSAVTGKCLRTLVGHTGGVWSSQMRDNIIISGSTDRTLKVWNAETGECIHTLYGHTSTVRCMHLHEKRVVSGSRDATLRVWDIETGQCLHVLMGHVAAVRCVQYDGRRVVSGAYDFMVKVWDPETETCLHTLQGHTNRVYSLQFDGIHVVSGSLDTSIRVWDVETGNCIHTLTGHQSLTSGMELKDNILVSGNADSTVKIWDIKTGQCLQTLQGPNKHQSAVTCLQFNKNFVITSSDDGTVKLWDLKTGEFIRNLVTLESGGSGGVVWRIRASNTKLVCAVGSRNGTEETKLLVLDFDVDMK
GPR151 activ: activates the human receptor GPR151; Q8TDV0; AID 1508602; activation, % at 11.2 µM; PathHunter beta-arrestin GPR151 cells, luminescence; actives 1% (n = 650,000); in the data active means activation above about 4.9%;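 further: 0% = median of compound wells and 100% = cells with positive control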
MITF primary: human MITF inhibition, primary screen; actives 0.91% (n = 650,000); AlphaScreen MITF homodimerization, bead proximity signal; O75030; inhibition, % at 2.6 µM; in the data active means inhibition above about 50%;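 further: 0% = vehicle wells with protein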
Active calls of the source: *; / = not tested or not shown.

Order of values: TEAD-YAP block, FBW7 activator, GPR151 activ, MITF primary
CCCCN(C)S(=O)(=O)c1cc(C(=O)Nc2cccc(Cl)c2)ccc1F
    9, -0.1, -2.1, 5
Cc1cc(C(F)F)n2nc(C(=O)Nc3ccc(Br)cc3F)nc2n1
    5, 0.1, 0.0, -14
CCN(CC)S(=O)(=O)c1ccc(F)c(C(=O)NCCC(C)C)c1
    -18, -0.1, -0.4, -8
COc1ccc(CCN2CCC(N(Cc3ccco3)S(C)(=O)=O)CC2)cc1
    0, 0.4, -1.0, 9
O=c1[nH]c(SCc2ccc([N+](=O)[O-])cc2)nc2c1cnn2-c1ccc(F)cc1
    -6, -0.2, 0.8, -1
CN(CC(=O)NCc1ccccc1Cl)S(=O)(=O)c1cccc2cccnc12
    1, 0.0, 0.8, 7
Cc1nnc(NC(=O)C2CCN(c3nc4ccccc4s3)CC2)s1
    6, 0.0, 0.0, 11
CCOc1ccc2ccccc2c1C(=O)Nc1cc(C)nn1-c1nc2c(c(=O)[nH]1)CCC2
    17, 0.1, 0.2, 19
COc1ccc(NC(=O)c2ccc3c(c2)C(=O)N(CC2CCCO2)C3=O)cc1 (centres undefined)
    4, -0.1, -0.4, 2
Cc1cc(OCC(=O)Nc2cccc(-c3nc4ccccc4[nH]3)c2)cc(C)c1Cl
    -14, 0.4, 1.9, 9
CC(=O)Nc1ccc(Nc2nc(Nc3cnccn3)nc3c2ncn3CCN2CCCC2=O)cc1
    0, 0.1, -0.3, 11
CC1CCC(N2CCN(Cc3cccnc3)CC2)CC1 (centres undefined)
    7, -0.1, 0.1, 84*
CC1(C)CC2CC(C)(CN2C(=O)Cn2cc(C(F)(F)F)ccc2=O)C1 (centres undefined)
    -2, 0.8, 1.2, 15
Cc1ccc(NC(=S)NC(=O)c2ccccc2C)nc1
    3, -0.2, -0.5, -6
FC(F)(F)c1ccc(N2CCCC2)nc1
    12, 0.0, 2.3, 6
Cc1cc(C)n(-c2nn3c(=O)c4ccccc4nc3c3ccccc23)n1
    -4, 0.0, 3.5, 5
CCCNc1nc(NCc2ccc3c(c2)OCO3)nc2cc(OC)c(OC)cc12
    -2, -0.1, -1.8, -12
CC(CC(=O)O)CC(=O)N1CCC(c2nc(-c3ccc4c(c3)OCO4)c3ccccn23)CC1 (centres undefined)
    5, -1.0, 0.8, 13
Cc1c(C(=O)Nc2ccc(F)c(Cl)c2)sc2ncn(CC(=O)N3CCCC(C)C3)c(=O)c12 (centres undefined)
    4, 0.3, 0.8, 24
O=C(c1ccc(F)cc1)N1CCN(Cc2ccc(Cl)cc2)CC1
    16, 0.0, -0.6, 50
COC(=O)c1c(NC(=S)NCc2ccc(S(N)(=O)=O)cc2)sc2c1CCC2
    6, 0.1, -1.4, 15
O=C(O)CNc1ccc(Cl)cc1C(=O)c1ccccc1
    -1, -0.2, 0.8, -7
COc1ccc(NS(=O)(=O)c2cnc[nH]2)cc1
    -5, 0.1, -0.9, 2
CCOCCCNC(=O)c1nc(-c2cccc(F)c2)n2c1CCCCC2
    5, 0.0, 2.0, 7
O=C(CCNc1ccc(F)cc1)c1cccc([N+](=O)[O-])c1
    0, -0.2, -1.5, 7
COc1cc(-c2nc3sc(C)c(C)c3c(=O)o2)cc(OC)c1OC
    -4, 2.3*, 0.0, -3
Cc1ccc(S(=O)(=O)N2CCN(c3ccc([N+](=O)[O-])c(N4CCc5ccccc5C4)c3)CC2)cc1
    9, 0.4, -0.9, 15
O=c1[nH]c2nc(-c3ccccc3CO)cnc2n1Cc1ccc(F)cc1
    -11, -0.3, 1.6, -9
N#C/C(=C\c1ccc(-c2ccc(F)cc2)o1)C(=O)O
    6, -0.1, -3.8, 9
N#Cc1ccccc1NC(=O)c1nc2ccccc2s1
    10, 0.0, -6.1, 5
CC(=O)c1cccc(NC(=O)/C(=C/c2ccc([N+](=O)[O-])cc2)NC(=O)c2ccc(C(C)(C)C)cc2)c1
    -3, 0.0, -1.4, 10
O=C1CCC/C(=N\NC(=O)Cc2cn3ccsc3n2)C1
    -2, -0.9, -0.6, 43
CCCc1nnc(NC(=O)c2c(O)c3cccc4c3n(c2=O)CCC4)s1
    -4, -0.2, -1.2, 5
N#CC1=C(N)N(c2ccc(Cl)cc2)C2=C(C(=O)CCC2)C1c1cc(Br)cs1 (centres undefined)
    -6, -0.2, 0.2, 3
O=C(CSc1ncnc2ccccc12)N1CCCC1
    -12, 0.2, -0.7, 1
O=C(CC(SCc1ccco1)c1cccc([N+](=O)[O-])c1)c1ccco1 (centres undefined)
    -1, -0.1, -1.9, 10
CCC1(C)NC(=S)N(c2nc(-c3ccccc3)cs2)N1 (centres undefined)
    -14, -0.1, 1.4, 12
CCN(Cc1ccncc1)Cc1ccc(C(=O)NCC2CCCO2)c(=O)[nH]1 (centres undefined)
    -3, 0.0, -0.4, -4
COc1ccc(NC(=O)c2ccc3c(=O)n(-c4cccc(C(F)(F)F)c4)c(=S)[nH]c3c2)cc1OC
    -3, 0.1, -0.7, 12
Cc1ccc(NC(=O)C(Cl)(Cl)Cl)c([N+](=O)[O-])c1
    -9, 0.6, -1.1, 11
COc1ccccc1CN1CCC2(CCC(CNC(=O)C3CCCO3)O2)CC1 (centres undefined)
    1, -0.1, -0.6, 14
COCCNCCn1cnc2c1c(=O)[nH]c(=O)n2C
    1, -0.1, -1.9, 3
Cc1ccnc(NC2(C(F)(F)F)N=C(c3ccccc3)NC2=O)c1 (centres undefined)
    0, -0.1, -1.2, -10
C=CCNC(=S)Nn1cnnc1
    2, 0.7, -0.9, -13
Cc1ccccc1NC(=O)c1ccc(C)c(S(N)(=O)=O)c1
    -1, -0.1, -1.1, 4
CCC1=NN2C(=N)/C(=C/c3cn(CCOc4ccc(OC)cc4)c4ccccc34)C(=O)N=C2S1
    -4, 0.0, -0.3, -2
CCC(C)C(NC(=O)C(C)NC(=O)CNC(=O)CNC(=O)OCc1ccccc1)C(N)=O (centres undefined)
    0, 0.0, -1.3, 9
CCOc1cc(C2Nc3ccccc3NC3=C2C(=O)CC(c2ccccc2)C3)cc(Cl)c1O (centres undefined)
    5, -0.1, -0.6, -2
O=C(Nc1ccc2oc(-c3cccc(Cl)c3Cl)nc2c1)c1ccc([N+](=O)[O-])cc1
    8, 0.1, -1.1, 0
CCCNc1nc(OC)nc(-c2csc3ccccc23)n1
    -53, -0.1, -1.5, -6
COc1ccc(C(=O)Nc2ccc(O)cc2)cc1Cl
    -12, -0.2, -1.3, -2
CCOC(=O)C1CCCN(C(=O)CSc2ccccc2)C1 (centres undefined)
    -15, 0.1, 1.7, -7
COc1cc(OC)nc(Oc2cccnc2/C=N/NC(=O)Nc2ccccc2Cl)n1
    4, -0.2, 0.7, 20
COc1ccc2c(c1)O[C@@H](c1cccc(C(F)(F)F)c1)C(OC(=O)NC1CCCC1)C2=O (some centres undefined)
    /, 0.0, -1.9, 17
COc1ccc(/C=N/N=C2\SC(CC(=O)O)C(=O)N2c2ccc(O)cc2)cc1OC (centres undefined)
    0, 0.0, 0.5, -2
N#Cc1ccccc1OCCON1C(=O)CCC1=O
    7, -0.1, -0.9, 10
COc1cc(-c2nnc(SCC(=O)c3c[nH]c4ccccc34)o2)cc(OC)c1OC
    17, 0.0, -0.5, 2
CCOC(=O)c1c(C)[nH]c(NC(=O)Nc2ccc(C(=O)OC)cc2)c1C
    -10, 1.0, -1.4, -13
Cn1cc([N+](=O)[O-])c(C#N)n1
    8, 0.0, 1.8, 2
CCCC1(C(=O)O)NC(c2ccccc2O)C2C(=O)N(c3cccc4ccccc34)C(=O)C21 (centres undefined)
    7, -0.1, 1.7, 6

Carrying on:
Order of values: TEAD-YAP block, FBW7 activator, GPR151 activ, MITF primary
Cc1cc2c(n1-c1ccc(C(=O)NCc3cccnc3)cc1)CCCC2
    9, -0.1, 1.6, -6
CSc1nc2n(n1)C(c1cccs1)C1=C(CCCC1=O)N2 (centres undefined)
    -9, 0.0, 0.7, -24
CCOc1ccc(C2C3=C(CCCC3=O)N(CC)C3=C2C(=O)CCC3)cc1
    1, -0.1, -1.0, -6
CCOc1ccc2nc(SCC(=O)NC(=O)c3cccn3C)sc2c1
    -13, 0.0, 1.1, 8
COc1cc(O)c(C(=O)/C=C/c2ccc3c(c2)OCO3)c(OC)c1
    /, 0.1, 1.2, -19
Nc1ncc(-c2cccnc2)nc1NC1CC1
    2, 0.0, -0.9, 3
Nc1cccc(N2C(=O)c3ccccc3C2=O)n1
    6, -0.4, 2.1, -3
CC(=O)Nc1ccc(NC(=O)COC(=O)c2c3ccccc3cc3ccccc23)cc1
    7, 0.4, -1.5, 8
CCOC(=O)Cn1nnnc1CN(Cc1cc2ccc(C)cc2[nH]c1=O)C1CCCC1
    8, 0.2, -0.1, 1
O=C1CSc2ccccc2N1Cc1ccccc1
    3, 0.2, 1.7, 0
O=C(NC1CC1)c1cnc(Nc2cnccn2)s1
    -15, 0.0, 1.0, 7
CN1CC(=O)N(CC(=O)Nc2ccc(F)c([N+](=O)[O-])c2)C1=O
    12, 0.5, -0.8, 7
COc1ccc(C)c(NC(=O)CSc2nnnn2-c2ccccc2)c1
    3, -0.1, 1.4, 6
Cc1ccc([N+](=O)[O-])cc1S(=O)(=O)Nc1cccc(N(C)C)c1
    -4, -0.6, 0.2, 2
Cc1cc(C)cc(NS(=O)(=O)c2cc3[nH]c(=O)c(=O)[nH]c3cc2C)c1
    8, -0.1, -0.2, -5
N#CC1C(=O)NC(=O)C(C#N)C12CCCC2 (centres undefined)
    3, -0.2, 0.7, -1
Cc1[nH]nc(-c2ccc(O)c(O)c2O)c1Oc1ccccc1F
    9, -0.3, -0.3, 28
Cc1ccc2nc(Nc3ccccc3C)nc(-c3ccccc3)c2c1
    -1, 0.4, 0.0, -22
Cc1cc(C)cc(NC(=O)c2ccc3c(=O)n(-c4ccccc4)c(SCc4cccc([N+](=O)[O-])c4)nc3c2)c1
    4, 0.1, -0.3, -1
O=C(Nc1c[nH]c(=O)[nH]c1=O)c1cccc(N2C(=O)c3ccc(Oc4cccc([N+](=O)[O-])c4)cc3C2=O)c1
    6, -0.1, 0.9, 12

Grouped by structure: the compounds so far containing a cyano group.
Order of values: TEAD-YAP block, FBW7 activator, GPR151 activ, MITF primary
N#C/C(=C\c1ccc(-c2ccc(F)cc2)o1)C(=O)O
    6, -0.1, -3.8, 9
N#Cc1ccccc1NC(=O)c1nc2ccccc2s1
    10, 0.0, -6.1, 5
N#CC1=C(N)N(c2ccc(Cl)cc2)C2=C(C(=O)CCC2)C1c1cc(Br)cs1 (centres undefined)
    -6, -0.2, 0.2, 3
N#Cc1ccccc1OCCON1C(=O)CCC1=O
    7, -0.1, -0.9, 10
Cn1cc([N+](=O)[O-])c(C#N)n1
    8, 0.0, 1.8, 2
N#CC1C(=O)NC(=O)C(C#N)C12CCCC2 (centres undefined)
    3, -0.2, 0.7, -1

(next part)
Order of values: TEAD-YAP block, FBW7 activator, GPR151 activ, MITF primary
COc1ccc(C(C)=O)cc1CO/N=C/c1ccccc1OC(F)F
    8, 0.1, -1.2, -3
COC(=O)c1ccc(/C=C(\C#N)C(=O)Nc2ccc(N3CCOCC3)cc2)cc1
    3, 0.0, 0.1, 1
COC(=O)COc1ccc2c(=O)c(-c3ccc4c(c3)OCCO4)c(C)oc2c1
    -1, -0.1, 0.7, 8
O=C(CSc1nc2ccccc2n1S(=O)(=O)c1ccccc1)N1CCCC1
    3, 0.1, -0.2, 15
CC1(Cc2cccc(C#N)c2)C(=O)Nc2cccc(Cl)c21 (centres undefined)
    -11, 0.0, -0.1, -17
Cn1c(SCC(=O)Nc2ccc3nc(SCC(=O)Nc4ccccc4F)sc3c2)nnc1-c1ccc(Cl)cc1Cl
    -2, 0.7, -1.5, 8
Cc1ccc(O)c(NC(=O)C2CCCN2C(=O)OCc2ccccc2)c1 (centres undefined)
    2, 0.1, -0.7, 1
CCN(CC)S(=O)(=O)c1ccc(NC(=O)CCCOc2ccc(C(C)=O)cc2)cc1
    -9, 0.0, 0.0, 1
CCCCNCC(=O)Nc1ccc(S(N)(=O)=O)cc1
    -5, -0.1, -0.9, -13
CC(C)c1ccc(OCC(=O)Nc2c[nH]c(=O)[nH]c2=O)cc1
    6, -0.1, 0.7, -3
Cn1c(=O)c(C(=O)Nc2ccc([N+](=O)[O-])cc2)c(O)c2ccccc21
    -2, 0.0, 1.5, -2
CCOC(=O)/C(C(=N)C(Cl)(Cl)Cl)=C(\O)c1ccccc1
    1, 0.0, -0.9, 7
COc1cc(=O)n2c(c1C(=O)NCc1nonc1C)CCN(CC(C)C)CC2
    -7, -0.2, 0.8, -2
CCOC(=O)C(=O)NNc1ccccc1I
    -6, 0.0, 0.9, 8
Cc1c(-c2ccc(Cl)cc2Cl)nc2ccccc2c1C(=O)Nc1ccc(F)c([N+](=O)[O-])c1
    10, -0.1, 0.7, 19
CCOC(=O)c1sc(NC(=O)CCSCCC(=O)Nc2nc(C)c(C(=O)OCC)s2)nc1C
    4, -0.2, -0.6, -9
c1cc(-n2cnc3c(NC4CC4)nc(NCCN4CCOCC4)nc32)cs1
    41*, 0.3, 1.0, 14
Cc1ccccc1N1C(=O)CSC12C(=O)Nc1ccccc12 (centres undefined)
    4, 0.0, 2.0, 12
COc1ccc(C2CC(c3cc(F)ccc3O)=NN2)cc1OC (centres undefined)
    -52, 0.2, -2.7, -3
COc1ccc(CNc2ccc3ncc(-c4cc(C)cs4)n3n2)cc1
    7, 0.2, -0.3, 9
CCOc1cc2oc(=O)cc(C)c2cc1Cl
    3, 0.1, 0.5, 21
O=C(N/N=C/c1cccc(O)c1)c1cc(O)cc(O)c1
    14, 0.1, -0.1, -4
